High-throughput results: PubChem, several laboratories
SIAE primary = human SIAE inhibition, primary screen | Q9HAT2 | SIAE FP-Rh probe binding, fluorescence polarization | inhibition, % at 9.66 µM | actives 0.69% (n = 370,000) | AID 1053197;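 active means inhibition above a cutoff: mean of compounds within the control limits plus 3 SD of those, cut at about 17% in these data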;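 further: 0% = plate median of compound wells and 100% = probe without SIAE protein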
UHRF1 binding = blocks human UHRF1 binding to methylated DNA | Q96T88 | UHRF1 binding to methylated oligo, TR-FRET | inhibition, % at 4.4 µM | actives 0.75% (n = 370,000); in the data active means inhibition above about 21%;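 further: UHRF1 SRA domain binding a hemimethylated CpG hairpin DNA probe; 0% = median of test compound wells and 100% = reference inhibitor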
PRMT1 inh = blocks human protein arginine methyltransferase 1. inhibition, % at 2.79 µM. recombinant PRMT1, activity-based probe fluorescence polarization. Q99873. AID 652257. actives 1.3% (n = 370,000);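 active means inhibition above about 21% made by adding two undisclosed values, limit read from the data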
HTRA1 inhibitor = inhibitors of human serine peptidase HTRA1 | recombinant HTRA1, FP-rhodamine activity-based probe, fluorescence polarization | actives 0.5% (n = 340,000) | inhibition, % at 5.96 µM | AID 504803 | Q92743; in the data active means inhibition above about 36%;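 further: 0% = enzyme with DMSO and 100% = wells lacking enzyme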
Target sequence (Q92743 whole entry, looked up): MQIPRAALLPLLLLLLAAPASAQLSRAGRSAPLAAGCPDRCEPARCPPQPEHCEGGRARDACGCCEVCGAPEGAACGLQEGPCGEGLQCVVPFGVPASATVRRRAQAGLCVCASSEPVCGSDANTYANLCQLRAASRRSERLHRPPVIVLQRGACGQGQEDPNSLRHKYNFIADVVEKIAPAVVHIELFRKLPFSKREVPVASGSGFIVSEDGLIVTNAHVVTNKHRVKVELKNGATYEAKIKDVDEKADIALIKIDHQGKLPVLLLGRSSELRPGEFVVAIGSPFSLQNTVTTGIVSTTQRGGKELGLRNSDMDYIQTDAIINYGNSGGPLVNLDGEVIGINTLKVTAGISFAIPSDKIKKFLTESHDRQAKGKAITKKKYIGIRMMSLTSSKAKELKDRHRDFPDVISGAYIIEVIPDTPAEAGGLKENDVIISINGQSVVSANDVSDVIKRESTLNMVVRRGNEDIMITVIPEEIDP
TCR CD3 inh = human TCR-CD3 binding inhibition; inhibition, % at 9.4 µM; actives 0.37% (n = 360,000); TAMRA-labeled TCR probe fluorescence, biochemical; in the data active means inhibition above about 19%;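 further: recombinant mutant TCR 2C K166C tagged with TAMRA read by polarization; 0% = receptor in buffer alone and 100% = receptor with positive control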
ABHD4 inh = inhibits mouse alpha/beta hydrolase domain 4; purified mABHD4, FP-Rh probe fluorescence polarization; inhibition, % at 8.92 µM; actives 0.54% (n = 370,000);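 active means inhibition exceeding the mean over every tested compound plus 3 SD, cut at about 30% in these data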;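 further: 0% = plate median of compound wells and 100% = S159A mutant with DMSO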
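System: mouse ABHD4 enzyme, wild type / Medium: HEPES pH 7.0, NaCl, Pluronic buffer / Reagent: FP-Rh activity-based fluorescent probe / Control set: S159A mutant high control, sample median low control / Detection: fluorescence polarization with parallel and perpendicular emission, 525/598 nm / Schedule: 45 min + 60 min at 25 °C / Compound dosing: 8.92 µM, single dose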
GC-B act = GC-B (human) receptor activation | HEK293-GC-B cells, CNP EC30, cGMP TR-FRET; 0% at EC30 CNP, 100% saturating CNP | actives 0.11% (n = 370,000) | AID 1920062 | activation, % at 10 µM | P20594;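 active means activation at 10 µM reaching about 35% in either raw or pattern-adjusted values, limit read from the data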
MBD2 inh = inhibitors of human MBD2 binding to methylated oligonucleotide; Q9UBB5; TR-FRET; inhibition, % at 4.4 µM; actives 0.31% (n = 370,000); AID 686964; in the data active means inhibition above about 13%
Target sequence (Q9UBB5 whole entry, looked up): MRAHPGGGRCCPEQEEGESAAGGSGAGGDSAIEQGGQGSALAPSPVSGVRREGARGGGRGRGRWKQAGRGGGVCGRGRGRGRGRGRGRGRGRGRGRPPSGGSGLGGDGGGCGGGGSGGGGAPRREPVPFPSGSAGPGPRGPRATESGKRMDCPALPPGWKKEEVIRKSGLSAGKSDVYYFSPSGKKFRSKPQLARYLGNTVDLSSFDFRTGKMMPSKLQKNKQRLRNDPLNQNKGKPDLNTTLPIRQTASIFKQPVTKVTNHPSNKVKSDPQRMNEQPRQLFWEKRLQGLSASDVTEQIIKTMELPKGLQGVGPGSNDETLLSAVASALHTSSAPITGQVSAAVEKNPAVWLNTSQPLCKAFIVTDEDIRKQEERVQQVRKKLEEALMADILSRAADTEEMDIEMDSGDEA
GC-A act = GC-A (human) enzyme activation | activation, % at 10 µM | actives 0.14% (n = 370,000) | HEK293 GC-A cells, cGMP TR-FRET, EC30 ANP; 0% at EC30 ANP, 100% saturating ANP; in the data active means activation above about 40%
rCAG binder = binds r(CAG) RNA repeats. r(CAG) RNA repeat, TO-PRO-1 dye displacement fluorescence. inhibition, % at 3 µM. actives 1.3% (n = 370,000);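 active means inhibition above the plate cutoff, the mean of all test compounds on that plate plus 3 SD, cut at about 35% in these data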;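 further: 0% = DMSO alone and 100% = 100 µM mitoxantrone as full dye displacement; higher means more dye released from RNA so lower well fluorescence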
Numbers without * were called inactive; . = no result given.

1	C=CCOc1ccc(C=Nc2ccc(OC)cc2)c(O)c1
2	Cc1ccccc1S(=O)(=O)NC(=O)C1(C)CCN1C(=O)Cc1ccc(C(C)(C)C)cc1 (stereo not given)
3	COCC(=O)N1CCc2ccc(NC(=O)c3ccc(C(F)(F)F)cc3)cc2C1
4	COc1ccc(C(=O)COC(=O)C(O)c2ccccc2)c(OC)c1 (stereo not given)
5	O=C(Nc1ccncc1)Nc1cc(Cl)ccc1Cl
6	COc1ccc(-c2nc3nc(SC)nn3cc2C)cc1F
7	CCCC(O)(c1ccc(Cl)cc1)C(CN1CCOCC1)c1ccccc1 (stereo not given)
8	Nc1cnn(C2OC(CO)C(O)C2O)c(=O)n1 (stereo not given)
Screen / compound no.	1	2	3	4	5	6	7	8
rCAG binder	3	40*	-3	4	4	-2	1	0
GC-B act	2	-1	4	-2	-12	3	-21	-2
GC-A act	2	-4	-8	2	-5	0	-21	-1
UHRF1 binding	-1	0	4	1	-2	11	4	0
PRMT1 inh	1	0	-3	-2	-2	5	6	5
MBD2 inh	1	-3	0	4	-4	3	7	-1
HTRA1 inhibitor	3	.	5	5	-18	10	-12	1
TCR CD3 inh	-5	4	4	-5	6	-3	-8	-3
ABHD4 inh	3	-5	-6	4	-17	0	-11	1
SIAE primary	5	7	3	4	-20	-4	-5	-6

9	Brc1ccc(CNc2cc3c(cc2Br)OCCO3)cc1
10	CC(COc1ccccc1)CN1CCC(C(O)(c2ccccc2)c2ccccc2)CC1 (stereo not given)
11	CCc1nnc(NC(=O)CSc2nnc(-c3ccncc3)n2C)s1
12	Cc1cc(C)n(-c2nc3ccccc3nc2N2CCN(C(=O)c3ccccc3)CC2)n1
13	COc1ccc(OC)c(CNC(=O)Cc2c(C(=O)O)[nH]c3ccccc23)c1
14	CC(=O)c1ccc(N2CCCCC2)c(F)c1
15	NC(=O)CC(NC(=O)Cc1ccc(Cl)cc1)c1ccc(N2CCN(c3ccccn3)CC2)c([N+](=O)[O-])c1 (stereo not given)
16	CCCNC(=O)c1ccc2c(c1)S(=O)(=O)c1ccccc1C2=O
Screen / compound no.	9	10	11	12	13	14	15	16
rCAG binder	-2	2	-2	-2	6	2	2	0
GC-B act	2	-6	-2	-3	7	2	-1	-9
GC-A act	-4	-14	4	-5	1	2	0	5
UHRF1 binding	0	-1	-1	1	0	0	-1	-2
PRMT1 inh	0	-1	5	2	-1	0	-2	0
MBD2 inh	-7	3	3	1	0	-3	3	-8
HTRA1 inhibitor	4	.	1	-2	4	1	-3	2
TCR CD3 inh	0	.	-4	-6	0	-2	6	2
ABHD4 inh	1	3	-1	-6	4	-1	3	0
SIAE primary	10	-1	2	2	4	-1	1	8

17	CN(Cc1nc2ccc(F)cc2[nH]1)C(=O)C1CCC(=O)N(C2CC2)C1 (stereo not given)
18	CN(Cc1cn[nH]c1-c1cc2ccccc2o1)CC1CCOCC1
19	CCOC(=O)c1csc(NC(=O)CSc2nnnn2-c2ccc3c(c2)OCCO3)n1
20	Cc1nc2ccccc2cc1C(=O)Nc1ccccc1Cl
21	COc1ccc(OC)c(/C=N/NC(=O)CCc2n[nH]c(=O)[nH]c2=O)c1
22	CC1ON=C(c2cccc3ccccc23)N(C)C1=O (stereo not given)
23	CC1CCCC(C)N1C(=O)C1CCCCC1 (stereo not given)
24	CS(=O)(=O)N(CC(=O)Nc1ccccc1C(=O)N1CCCC1)c1ccccc1Br
Screen / compound no.	17	18	19	20	21	22	23	24
rCAG binder	-1	-6	7	0	5	2	0	-7
GC-B act	3	-2	0	-5	1	-12	2	0
GC-A act	1	-6	4	-1	5	0	4	3
UHRF1 binding	2	19	-2	0	-2	7	0	6
PRMT1 inh	1	5	0	0	-3	-1	1	7
MBD2 inh	2	4	3	-3	-3	2	1	8
HTRA1 inhibitor	6	2	-11	2	3	.	8	1
TCR CD3 inh	-2	-3	6	3	-5	-3	3	6
ABHD4 inh	5	7	-6	0	6	6	-6	-11
SIAE primary	-6	-7	-8	3	4	0	-2	-1

25	CCCNC(=O)N(C)C[C@@H]1Oc2ncc(-c3ccncc3)cc2C(=O)N([C@H](C)CO)C[C@@H]1C
26	COc1ccc(CC(=O)OC(C)C(=O)NCc2ccc3c(c2)OCO3)cc1OC (stereo not given)
27	CCCCCCOc1ccc(OCC(O)CN2C(=O)NC(C)(C)C2=O)cc1 (stereo not given)
28	Cc1occc1-c1nnc(SCC(=O)NCc2cccs2)n1-c1ccc(F)cc1
29	CCN(CC)S(=O)(=O)c1ccc(C(=O)NCCN(C)C)cc1
30	CC1CCCN(CCCNC(=O)c2nn(C)c3c2CSc2ccccc2-3)C1 (stereo not given)
31	O=C(CSc1nnc2ccc(-c3cccnc3)nn12)Nc1ccc(F)cc1F
32	Cc1ccc(N2CC(C(=O)NC3=NCCS3)CC2=O)cc1C (stereo not given)
Screen / compound no.	25	26	27	28	29	30	31	32
rCAG binder	3	-2	-8	-3	-3	3	4	0
GC-B act	1	7	-6	-3	3	-4	1	-5
GC-A act	3	0	8	-6	0	-3	1	1
UHRF1 binding	-2	-1	-3	-2	3	3	0	1
PRMT1 inh	0	0	-2	-2	1	12	2	1
MBD2 inh	-2	-6	0	-1	0	4	2	-6
HTRA1 inhibitor	5	-2	2	-5	3	3	-1	0
TCR CD3 inh	2	4	-7	-4	-3	-4	-6	2
ABHD4 inh	-1	8	-1	3	-2	-3	5	3
SIAE primary	4	9	-1	2	-10	3	0	8

33	COc1ccc(C(C)=O)cc1COc1ccc(F)cc1
34	Cc1ccc(C(C)C)c2c1C(c1ccc3c(c1)OCO3)CC(=O)O2 (stereo not given)
35	CCOc1ccccc1CN1C(=O)c2ccccc2C1C(=O)NCC1CCCO1 (stereo not given)
36	COc1ccccc1CCc1nnc(N)s1
37	Cc1ccc(OCCNC(=O)CNC(=O)c2ccc3c(c2)OCO3)cc1
38	Cc1ccc(-c2nc(CS(=O)CC(=O)N3CCN(c4ccccc4)CC3)c(C)o2)cc1 (stereo not given)
39	N#CCSc1ccccc1NC(=O)COC(=O)C1CCN(C(=O)c2ccc(Cl)cc2)CC1
40	Clc1ccc(SCCCCN2CCOCC2)cc1
Screen / compound no.	33	34	35	36	37	38	39	40
rCAG binder	-6	10	-4	3	-3	-5	1	0
GC-B act	2	-1	-10	4	-3	0	-3	-2
GC-A act	7	-1	-6	2	1	7	3	0
UHRF1 binding	6	0	1	2	-1	-1	1	10
PRMT1 inh	1	4	2	1	3	-3	-2	-1
MBD2 inh	6	1	2	-2	0	-6	2	-2
HTRA1 inhibitor	-6	-7	-5	7	-4	2	4	0
TCR CD3 inh	6	-2	4	-3	12	5	-1	-5
ABHD4 inh	-2	-8	-1	4	21	-1	-1	16
SIAE primary	2	1	4	1	3	-1	-4	4

Records 28–37 from above:
28	Cc1occc1-c1nnc(SCC(=O)NCc2cccs2)n1-c1ccc(F)cc1
29	CCN(CC)S(=O)(=O)c1ccc(C(=O)NCCN(C)C)cc1
30	CC1CCCN(CCCNC(=O)c2nn(C)c3c2CSc2ccccc2-3)C1 (stereo not given)
31	O=C(CSc1nnc2ccc(-c3cccnc3)nn12)Nc1ccc(F)cc1F
32	Cc1ccc(N2CC(C(=O)NC3=NCCS3)CC2=O)cc1C (stereo not given)
33	COc1ccc(C(C)=O)cc1COc1ccc(F)cc1
34	Cc1ccc(C(C)C)c2c1C(c1ccc3c(c1)OCO3)CC(=O)O2 (stereo not given)
35	CCOc1ccccc1CN1C(=O)c2ccccc2C1C(=O)NCC1CCCO1 (stereo not given)
36	COc1ccccc1CCc1nnc(N)s1
37	Cc1ccc(OCCNC(=O)CNC(=O)c2ccc3c(c2)OCO3)cc1
Screen / compound no.	28	29	30	31	32	33	34	35	36	37
rCAG binder	-3	-3	3	4	0	-6	10	-4	3	-3
GC-B act	-3	3	-4	1	-5	2	-1	-10	4	-3
GC-A act	-6	0	-3	1	1	7	-1	-6	2	1
UHRF1 binding	-2	3	3	0	1	6	0	1	2	-1
PRMT1 inh	-2	1	12	2	1	1	4	2	1	3
MBD2 inh	-1	0	4	2	-6	6	1	2	-2	0
HTRA1 inhibitor	-5	3	3	-1	0	-6	-7	-5	7	-4
TCR CD3 inh	-4	-3	-4	-6	2	6	-2	4	-3	12
ABHD4 inh	3	-2	-3	5	3	-2	-8	-1	4	21
SIAE primary	2	-10	3	0	8	2	1	4	1	3

The results go on:
41	CCN(CC)c1nc(N)nc(N(c2ccccc2)c2ccccc2)n1
42	Cc1ccc(S(=O)(=O)NCC(=O)N(CC(=O)NCc2ccco2)Cc2ccccc2)cc1
43	ClCc1c2ccccc2cc2ccccc12
44	CC(C)N1CCCCC(NC(=O)c2ccc(F)cc2)C1=O (stereo not given)
45	CCOC(=O)Cn1nc(/C=C/c2ccc(OC)cc2)ccc1=O
46	Fc1ccc(OCc2nnc(-c3ccccc3Br)o2)c(Cl)c1
47	CSc1ccc(Cl)c(C(=O)Nc2nccs2)c1
48	O=C(Nc1ccc2c(c1)OCCO2)c1ccc(S(=O)(=O)N2CCCCC2)cc1
Screen / compound no.	41	42	43	44	45	46	47	48
rCAG binder	-1	1	6	-1	-4	4	4	9
GC-B act	-3	1	-3	2	7	-2	1	8
GC-A act	4	1	-4	4	5	3	1	1
UHRF1 binding	-1	2	-1	-1	4	-2	-1	3
PRMT1 inh	0	-4	0	-3	-2	-2	-1	-1
MBD2 inh	1	4	-2	5	0	2	3	-1
HTRA1 inhibitor	-6	-10	-3	.	-7	-27	-3	-13
TCR CD3 inh	8	-10	0	.	-4	5	0	-4
ABHD4 inh	-1	-4	-3	-4	-8	-11	1	-6
SIAE primary	-4	-4	-3	9	-2	-8	2	-4

49	CC(C(=O)N1CCN(Cc2ccc3c(c2)OCO3)CC1)n1cc([N+](=O)[O-])cn1 (stereo not given)
50	Nc1nc(-c2ccc(Oc3ccccc3)cc2)cs1
51	O=C(c1cc(-c2ccc(Br)cc2)nc2ccccc12)N1CCC1
52	Cc1ccc(CNC(=O)C(CC(C)C)OC(=O)c2ccco2)cc1 (stereo not given)
53	O=C(CNc1cccc(Br)c1)Nc1ccc(S(=O)(=O)N2CCCCC2)cc1
54	CSCC[C@H](NC(=O)C1CCN(S(=O)(=O)c2ccc(C)cc2)CC1)C(=O)NC1CCS(=O)(=O)C1 (stereo not given in full)
55	N#Cc1ccc(OCC(=O)OCC(=O)NC2CC2)cc1
56	Cc1cccc(NC(=O)CC2c3ccccc3Oc3ccccc32)c1
57	CCC(C)C(NC(=O)C(C)NC(=O)CNC(=O)CNC(=O)OCc1ccccc1)C(=O)OC (stereo not given)
Screen / compound no.	49	50	51	52	53	54	55	56	57
rCAG binder	-3	4	0	-7	9	0	-1	1	-3
GC-B act	2	-4	5	0	1	2	-2	5	-3
GC-A act	0	0	11	-3	1	-1	-2	1	7
UHRF1 binding	-1	-1	-3	3	0	7	-1	1	1
PRMT1 inh	-6	4	-2	4	-4	2	-7	-5	-1
MBD2 inh	-5	5	0	1	-1	6	6	6	-5
HTRA1 inhibitor	4	-3	-12	1	-41	4	-5	0	3
TCR CD3 inh	5	-6	-12	-6	4	-6	-1	7	-7
ABHD4 inh	-4	0	-10	-13	-25	-5	0	-1	-3
SIAE primary	-1	5	-6	-8	-7	1	-7	4	-1

An excerpt; rates above refer to the full screens.
